ERAP1 inh: human ERAP1 aminopeptidase inhibitors, primary screen, biochemical, single point, plate reader. recombinant ERAP1, Leu-AMC fluorescence, 60 min. 0.15% of 340,000 active. inhibition, % at 10.7 µM;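 active means mean replicate inhibition of at least 30%, or all replicates individually reaching that 30% level; inactive means mean below 30% and not every replicate reaching it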;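 further: 0% = neutral control wells and 100% = L-leucinethiol positive control wells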
Target sequence (Q9NZ08 whole entry, looked up): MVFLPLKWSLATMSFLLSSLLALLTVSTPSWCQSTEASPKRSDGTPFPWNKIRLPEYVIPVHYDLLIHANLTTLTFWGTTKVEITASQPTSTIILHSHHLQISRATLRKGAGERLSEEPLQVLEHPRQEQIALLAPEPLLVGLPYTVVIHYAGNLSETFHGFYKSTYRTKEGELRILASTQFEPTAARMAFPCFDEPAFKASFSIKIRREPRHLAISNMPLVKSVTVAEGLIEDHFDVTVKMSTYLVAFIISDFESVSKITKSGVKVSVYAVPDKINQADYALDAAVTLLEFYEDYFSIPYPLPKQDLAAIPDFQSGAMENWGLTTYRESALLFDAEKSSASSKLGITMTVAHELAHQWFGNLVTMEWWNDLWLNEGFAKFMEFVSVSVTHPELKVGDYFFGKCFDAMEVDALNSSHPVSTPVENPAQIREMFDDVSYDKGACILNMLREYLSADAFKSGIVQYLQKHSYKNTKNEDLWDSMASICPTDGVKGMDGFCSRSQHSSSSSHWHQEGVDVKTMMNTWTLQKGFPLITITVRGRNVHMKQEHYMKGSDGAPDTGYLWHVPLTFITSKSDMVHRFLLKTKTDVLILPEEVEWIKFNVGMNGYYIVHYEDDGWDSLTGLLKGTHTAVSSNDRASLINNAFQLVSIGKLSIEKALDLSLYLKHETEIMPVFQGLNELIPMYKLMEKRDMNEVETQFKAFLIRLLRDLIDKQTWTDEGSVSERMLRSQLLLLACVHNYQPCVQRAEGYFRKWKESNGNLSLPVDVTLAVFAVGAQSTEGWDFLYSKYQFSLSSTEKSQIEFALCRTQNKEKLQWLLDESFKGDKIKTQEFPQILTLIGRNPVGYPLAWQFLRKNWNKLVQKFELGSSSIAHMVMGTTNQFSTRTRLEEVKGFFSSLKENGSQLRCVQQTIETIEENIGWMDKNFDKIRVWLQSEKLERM
esBAF inh: Bmi1 luciferase reporter increase in mESCs, primary screen, esBAF inhibitor project, mouse ES cells, Bmi1 luciferase knock-in, single point. reporter increase, % at 12.5 µM. AID 602393, 2012. 2% of 350,000 active. 24 h; 100% = twice the neutral-well signal; in the data active means activation above about 40%;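 further: 0% = median of the plate's neutral control wells and 100% = double that signal; a rise in the Bmi1 reporter signal indicates esBAF inhibition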
RAD54 inh: inhibitors of human RAD54 branch migration, primary screen, biochemical, fluorescence, single point; AID 602329, 2012; inhibition, % at 10.4 µM; RAD54 Holliday junction branch migration, FAM/BHQ fluorescence; 0.14% of 360,000 active; DNA repair and recombination protein RAD54-like (Homo sapiens), Q92698;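 active means mean normalized replicate activity at least 40 and at least half of replicates scoring 40 or more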;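 further: 0% = median of neutral control wells and 100% = median of positive control wells; inhibitors cause a drop in the FAM fluorescence signal; in these data hits start at about 50%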
RAD52 inh: RAD52 DNA annealing inhibitors, primary screen, biochemical, FRET, single point, set 2. inhibition, % at 18.7 µM. recombinant RAD52 DNA annealing, FRET fluorescence. 0.46% of 360,000 active. DNA repair protein RAD52 homolog (Homo sapiens), P43351;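 active means every replicate showing at least 50% inhibition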
ARNT TACC3 PPI: disruptors of ARNT/TACC3 protein interaction, primary screen, biochemical, AlphaScreen, single concentration; AlphaScreen His-ARNT PAS-B/GST-TACC3 binding, luminescence; TACC3 fragment carries E629A point mutation; inhibition, % at 9.99 µM; 0.66% of 390,000 active;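 active means mean inhibition of replicates at least 50% and at least half of replicates each reaching 50%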;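 further: 0% = complete ARNT plus TACC3 wells and 100% = ARNT alone without TACC3; many hits fall short of the cut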
Xi reactivation: activators of inactive X chromosome reactivation, primary screen, imaging, XiGFP fibroblasts, GFP high-content imaging, set 2 | XiGFP mouse fibroblasts, % GFP-positive cells imaging, 3 d; cells co-treated with 5-aza-dC sensitizer; scaled so ellipticine positive control = 100% | activation, % at 7.58 µM | 0.055% of 360,000 active;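 active means mean normalized replicate activation at least 10% and every replicate at or above 10%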;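 further: 0% = median of on-plate neutral control wells and 100% = ellipticine 6 µM median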
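Assay system – SV40-immortalized XiGFP fibroblast cells, line 68-5-11 · Buffer or medium – DMEM supplemented with 5-aza-dC as sensitizing agent · Dosing – one concentration, pinned · Benchmarks – positive control ellipticine, 6 µM final · Times – 3 days compound exposure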
INS-1E GSIS act: GLuc luminescence reporter in INS-1E cells, primary screen for activators of glucose-dependent secretion of insulin | 0.61% of 370,000 active | activation, % at 16.6 µM | INS-1E GLuc reporter insulin secretion, 2-3 h;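 active means lowest replicate activation of at least 40%, so every replicate reaches that level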;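 further: 0% = median of neutral control wells and 100% = median of IBMX positive control wells; some compounds called inactive have numbers as strong as hits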
F508del corr: F508del CFTR correction, initial screen, CFBE line, single point; CFBE cells, YFP halide quenching; stimulated with forskolin plus potentiator P3; % fluorescence drop versus neutral controls; 0.36% of 350,000 active; activity (quench increase), % at 7.58 µM; AID 720511, 2013;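 active means mean added fluorescence quench of at least 8% versus neutral control, with both replicates also reaching 8%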;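 further: cells transiently co-express mutant CFTR-F508del with the halide-sensitive YFP; corrector assay measuring rescue of mutant channel to the surface after 24 h compound exposure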
* = called active by the depositor; · = no result given.

SMILES	ERAP1 inh	esBAF inh	RAD54 inh	RAD52 inh	ARNT TACC3 PPI	Xi reactivation	INS-1E GSIS act	F508del corr
N#CC1=C(SCC(=O)Nc2ccc(C(=O)O)cc2)NC(=O)CC1c1ccco1 (stereo not given)	-34	-6	2	-62	23	-0.1	2	2.1
Nc1nnc(SCC(=O)Nc2cc(S(=O)(=O)N3CCOCC3)ccc2Cl)s1	-3	-7	-9	-12	-1	-0.1	18	-2.1
CCN(CC)C1CCN(C(=O)c2ccc3nc(Cc4ccc(OC)cc4)oc3c2)C1 (stereo not given)	-1	-1	9	-12	0	0.0	1	-0.1
N#CCCN(C(=O)COC(=O)C1=NNC(=O)CC1)c1ccccc1	-8	-9	6	-13	-4	0.1	0	-1.1
O=C(O)c1cc2nc(-c3cccs3)cc(C(F)(F)F)n2n1	-50	-1	-8	-11	·	0.0	0	-0.1
Cc1ccc(C(=O)CCC(=O)Nc2ccccc2F)cc1	-4	17	-14	-13	-8	0.1	3	-0.4
Cc1noc(C)c1NC(=O)Nc1cccc2c1O[C@H](CN(C)C(=O)Nc1ccc(F)cc1)[C@H](C)CN([C@@H](C)CO)C2=O	·	4	·	·	·	0.0	0	-1.7
O=C(N[C@H]1C=C[C@H](CC(=O)N2CCC(Cc3ccccc3)CC2)O[C@@H]1CO)c1cnccn1	-1	13	-6	-10	6	-0.2	-3	2.3
CC(NC(=O)c1ccc(F)cc1)C(=O)NC1=NCCS1 (stereo not given)	3	·	·	-11	-1	0.0	-1	-0.8
CCOC(=O)[C@]12CCCC=C1N(Cc1cccc3ccccc13)C(=O)[C@H](CC(=O)NCc1ccc(OC)c(OC)c1)C2	7	·	·	-3	·	0.2	-11	0.8
CC(=O)Nc1ccc(/C=C2\CCc3ccccc3C2=O)cc1	-1	28	-8	-2	2	0.0	-18	-1.2
CC1CCN(C(=O)c2ccc(CS(=O)(=O)Cc3ccccc3)cc2)CC1	1	·	-8	-11	3	0.0	-20	-0.3
CC(C)NC(=O)N[C@H]1C=C[C@H](CC(=O)N2CCCCC2)O[C@H]1CO	-1	2	-2	8	-18	-0.5	2	-0.2
O=C(CNC(=O)c1ccc(Br)o1)OCC(=O)c1cccc([N+](=O)[O-])c1	-2	·	·	-26	-12	0.0	-1	1.1
COc1cc(-c2nnc(SCC(=O)NC3CCCC3)n2C)cc(OC)c1O	1	-1	8	0	-9	0.0	-2	-0.3
CN(C)C(=O)c1cccc(-c2ccc([C@@H]3[C@@H](CO)N4C(=O)CN(C(=O)C5CCCCC5)C[C@@H]34)cc2)c1	-1	·	·	-4	·	0.1	2	-1.7
CN1CCN(CC(O)Cn2c3ccccc3c3ccccc32)CC1 (stereo not given)	-2	-4	17	14	-6	0.0	·	3.0
O=C(c1cc2ccccn2n1)N1CCN(Cc2ccccc2)CC1	0	32	-11	-9	-3	0.1	4	-2.7
O=C(c1cccnc1)N1CCCCN2[C@H](CO)[C@@H](c3ccc(C#Cc4ccccc4)cc3)[C@H]2C1	-5	·	2	28	2	·	·	-2.6
CC(=O)Nc1nnc(SCC(=O)NC(C)(C)C)s1	0	-7	·	-17	-1	·	11	2.6
COc1ccc(NC(=S)N(Cc2cccnc2)Cc2cc3cc(OC)c(OC)cc3[nH]c2=O)cc1	1	·	·	2	2	-0.1	·	0.1
COC(=O)c1nc(N)sc1-c1ccc(Cl)cc1	-1	·	·	-9	-4	-0.1	3	·
COc1ccc(S(=O)(=O)Nc2ccc3c(c2)C(=O)N([C@@H](C)CO)C[C@@H](C)[C@H](CN(C)Cc2ccc(Cl)c(Cl)c2)O3)cc1	-3	3	3	1	0	0.0	-9	2.7
COc1ccccc1C(=O)NC(=O)COC(=O)C1CC1	-4	1	-1	-4	-7	0.1	-2	-1.9
Cc1ccc2occ(/C=N/NC(=O)c3ccccc3Br)c(=O)c2c1	-4	-18	-9	-17	-4	0.7	-6	-0.5

Compounds from the list above with a COOH group:
SMILES	ERAP1 inh	esBAF inh	RAD54 inh	RAD52 inh	ARNT TACC3 PPI	Xi reactivation	INS-1E GSIS act	F508del corr
N#CC1=C(SCC(=O)Nc2ccc(C(=O)O)cc2)NC(=O)CC1c1ccco1 (stereo not given)	-34	-6	2	-62	23	-0.1	2	2.1
O=C(O)c1cc2nc(-c3cccs3)cc(C(F)(F)F)n2n1	-50	-1	-8	-11	·	0.0	0	-0.1

Two neighbouring records out of the list so far, for reference:
SMILES	ERAP1 inh	esBAF inh	RAD54 inh	RAD52 inh	ARNT TACC3 PPI	Xi reactivation	INS-1E GSIS act	F508del corr
COc1ccccc1C(=O)NC(=O)COC(=O)C1CC1	-4	1	-1	-4	-7	0.1	-2	-1.9
Cc1ccc2occ(/C=N/NC(=O)c3ccccc3Br)c(=O)c2c1	-4	-18	-9	-17	-4	0.7	-6	-0.5

Carrying on.
SMILES	ERAP1 inh	esBAF inh	RAD54 inh	RAD52 inh	ARNT TACC3 PPI	Xi reactivation	INS-1E GSIS act	F508del corr
COC(=O)[C@@H]1C[C@H]2CC[C@H](O)C[C@H]2N1Cc1ccccc1OC(=O)c1cccs1	-1	4	-21	-90	-16	0.3	24	-1.0
COc1ccccc1N1CCN(C(=O)c2ccc(-c3nc4ccccc4s3)o2)CC1	4	24	-8	-24	-2	-0.1	-41	-1.8
COc1ccc(S(=O)(=O)Nc2ccc3c(c2)C(=O)N([C@H](C)CO)C[C@H](C)[C@H](CN(C)S(C)(=O)=O)OCCCC[C@@H](C)O3)cc1	0	4	8	2	-8	-0.1	30	-0.9
CC(=O)c1ccc2c(c1)c(C#N)c1ccccc1[n+]2[O-]	-1	9	2	-33	-10	0.0	1	-3.0
CCOC(=O)c1c(NC(=O)CN2CCCCC2)sc(CN(C)C)c1-c1ccccc1	1	·	·	2	7	0.0	-23	-2.1
CN(C)N1C(N)=C(C#N)C(c2ccccc2F)C2=C1CC(C)(C)CC2=O (stereo not given)	3	-6	-4	-24	-57	-0.1	-6	-0.6
CCCC#Cc1ccc([C@@H]2[C@@H](CO)N3CCCCN(C(=O)NC4CCCC4)C[C@@H]23)cc1	0	0	-5	-7	-7	0.3	-26	-2.0
COc1ccccc1C(=O)Nc1ccc(-c2nnn(CC(=O)N3CCOCC3)n2)cc1	-1	12	-7	-10	27	-0.1	1	1.6
CNS(=O)(=O)c1cc(C(=O)O)ccc1OC	3	·	·	-8	-1	0.3	8	-2.2
COc1ccc(-c2c(-c3ccc(OC)nc3)c3ccccc3n2C)cc1	-2	6	3	-112	-3	0.0	1	-1.2
Cc1cc(C)n(-c2ccc(F)cc2)c(=O)c1C#N	8	-11	·	-10	-24	0.1	-2	-0.7
CCOc1ccc(CCNC(=O)CN2C(=O)NC3(CCCCC3C)C2=O)cc1OCC (stereo not given)	3	·	13	-4	-1	0.0	-7	3.2
COCC#Cc1ccc([C@@H]2[C@H]3CN(S(=O)(=O)c4ccccc4F)CCCCN3[C@H]2CO)cc1	-1	2	-13	-2	0	0.0	-11	0.0
CCCCn1c(N)c(N(CCOC)C(=O)COC(=O)COc2cc(C)ccc2Cl)c(=O)[nH]c1=O	4	-9	3	10	·	-0.1	-3	0.5
COCCN(C(=O)COC(=O)CCCOc1ccccc1)c1c(N)n(Cc2ccccc2)c(=O)[nH]c1=O	0	·	·	-12	·	-0.1	26	-3.0
COc1ccc(S(=O)(=O)N[C@@H]2CC[C@@H](CCn3cc(C(C)C)nn3)O[C@@H]2CO)cc1	0	-2	5	-2	-10	-0.4	-6	-1.6
COc1ccccc1-c1ccc([C@@H]2[C@H](CO)N3CCCCN(Cc4ccncc4)C[C@@H]23)cc1	1	-4	11	3	14	0.1	-15	-1.9
COc1ccc(-c2cnc3c(c2)C(=O)N([C@@H](C)CO)C[C@@H](C)[C@H](CN(C)C(=O)C2CCC2)O3)cc1	0	0	-2	4	-1	0.4	-4	-0.2
CCCCNC(=O)c1cn(CC(C)C)c(=O)c2c1c1ccccc1n2C	1	-12	2	-10	1	0.0	4	1.8
Cc1ccc(NC(=S)N2CCc3[nH]c4ccccc4c3C2)cc1	·	·	-4	-50	-1	0.0	·	-3.7
Cc1ccc(S(=O)(=O)Nc2ccc(F)c(S(=O)(=O)N3CCOCC3)c2)cc1	5	5	1	-10	-3	0.3	·	-0.8
CNc1nc(NC)nc(NNC(=O)c2ccccc2)n1	6	1	-5	-10	-1	0.0	·	-0.3
COc1ccc(C(C)C)cc1S(=O)(=O)NCC1CCCO1 (stereo not given)	-2	-1	-13	1	1	0.1	3	2.3
O=C1c2ccccc2C(=O)N1CCCc1cn(C[C@H]2CC[C@@H]([C@@H]3CC[C@H](Cn4cc(CCCN5C(=O)c6ccccc6C5=O)nn4)O3)O2)nn1	·	2	-8	-1	1	0.0	-13	1.4
COc1ccc(NC(=O)CCOc2ccc(C)cc2)cc1S(=O)(=O)N1CCCCC1	0	-2	-1	-20	11	0.3	-44	1.4
SMILES	ERAP1 inh	esBAF inh	RAD54 inh	RAD52 inh	ARNT TACC3 PPI	Xi reactivation	INS-1E GSIS act	F508del corr
C[C@@H]1CN([C@@H](C)CO)C(=O)c2cc(NC(=O)NC3CCCCC3)ccc2O[C@H]1CN(C)Cc1ccncc1	·	-4	6	17	-2	0.0	4	-3.3
CCCCCCn1c(=O)n2n(c1=O)[C@@H]1CN(S(=O)(=O)c3ccc(C)cc3)C[C@]1(O)[C@@H](OC(=O)NCc1ccc(OC)c(OC)c1)C2	2	0	-12	-21	·	-0.1	-23	3.4
C[C@H](CO)N1C[C@H](C)[C@H](CN(C)Cc2cccc(C(=O)O)c2)Oc2ncc(-c3ccccc3F)cc2C1=O	1	-9	0	18	·	0.1	-4	-3.5
COc1cc(OC)c(C(=O)OCC(=O)N(Cc2ccccc2)C(C)(C)C)cc1OC	3	·	·	-5	-4	0.0	-3	0.1
Cc1ccc(S(=O)(=O)Nc2ccc3c(c2)C(=O)N([C@H](C)CO)C[C@H](C)[C@@H](CN(C)C(=O)c2ccncc2)OCCCC[C@@H](C)O3)cc1	·	-2	1	·	-6	0.1	9	-3.0
CC=Cc1ccc2n(c1=O)C[C@H]1[C@H](CO)[C@@H](C(=O)N3CCOCC3)[C@@H]2N1CC1CC1 (mixture of isomers)	-3	2	-1	-7	-7	0.4	5	-0.5
C[C@@H]1CCCCO[C@@H](CN(C)C(=O)NC2CCCCC2)[C@H](C)CN([C@H](C)CO)C(=O)c2cc(NC(=O)Cc3ccccc3)ccc2O1	3	21	-2	-29	-3	0.0	-22	1.3
CN1C(=O)[C@H]2[C@@H](/C=C/c3ccccc3)N3C(=O)CN(Cc4ccc(-c5ccccc5)cc4)C(=O)[C@@]3(Cc3ccccc3)[C@H]2C1=O	-1	-6	5	-59	3	0.0	·	-1.3
CCN1C(=O)[C@H]2[C@@H](c3ccc(-c4cccc(Cl)c4)cc3)N[C@@](C)(C(=O)OC)[C@H]2C1=O	-4	-2	-8	-8	0	0.1	·	3.0
CCN(c1ccccc1)S(=O)(=O)c1ccc2c(c1)N(C(C)=O)CCS2	-3	0	-5	-2	3	0.1	-1	3.2
O=C(NCc1cccnc1)Nc1ccc(Cl)c(Cl)c1	-1	30	0	-6	1	0.0	-15	-2.8
CN1C(=O)c2cc(NC(=O)C3CC3)ccc2OC[C@H]2O[C@@H](CC(=O)NC3CCC3)CC[C@H]21	0	0	-20	-2	·	0.2	12	-2.8
Cc1ccc(-c2cc(N)n(-c3ccc(F)cc3)n2)cc1	4	·	·	-32	-2	0.2	1	-0.4
COc1ccc(NC(=O)C2(C)CCN2C(=O)Cc2ccc(Cl)cc2Cl)cc1OC (stereo not given)	0	-2	-7	-6	·	-0.1	-11	-1.8
